EPAC1 ag: activates human EPAC1 exchange factor. 360,000 tested, 0.073% active. EPAC1 agonist qHTS, biochemical assay; response scale: 100% = response to 6.5 mM cAMP. Potency, µM (titrated, usually from 154 µM), without a hit: at the top dose activation, most hits filed as activators. O95398; also: potency is read from the fitted curve at half-maximal effect; nearly all actives have a fitted effect of over 60% in size
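Read-out is the fluorescence drop as BODIPY-GDP leaves Rap1B (480 nm excitation, 540 nm emission), recorded every 5 minutes over 30 minutes. Reactions held 100 nM EPAC1, 250 nM Rap1B–BODIPY-GDP and 50 uM GDP, with 6.5 mM cAMP setting full activation.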
IL2 activator: activators of IL-2 | activation, % (series mostly up to about 46 µM) | IL-2 activation reporter assay, cell-based qHTS; stimulated with anti-CD3/CD4/CD28 beads; in transgenic mouse T cells | 360,000 tested, 0.065% active; in the data active = activation above about 50%; inconclusive = mostly about 30% to 49%; also: 0% is about no effect
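Unstimulated transgenic mouse T cells; 60-min compound exposure; bead-based TCR/CD4/CD28 stimulation; 18 h culture, 37 degrees C; dual fluorescence (EGFP, DsRed) plate cytometry.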
FUS suppressor: rescues growth of FUS-expressing yeast; S. cerevisiae FUS-expressing, growth rescue, OD600, 24 h; Potency, µM (highest dose often 76.6 µM), without a hit: top-dose growth rescue (activation), hits mostly activators; 390,000 tested, 0.24% active;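 also: potency is read from the fitted curve at half-maximal effect; plate controls were DMSO vehicle for no effect and reference control for full effect; nearly all actives have a fitted effect of over 55% in size; some results filed as inactive show a strong effect at the top dose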
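Toxicity suppression screen in FUS-yeast. Cells induced with 2% galactose, starting OD 0.005, treated 24hr at 30C with compounds at multiple final concentrations; growth by OD600.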
Abeta yeast res: restores growth of yeast expressing A-beta42 peptide; 410,000 tested, 0.063% active; yeast expressing A-beta42, growth rescue, OD600, 48 h; response scale: 0% DMSO, 100% iron-clioquinol control; Potency, µM (highest dose often 46.1 µM), without a hit: top-dose growth rescue, usual class: activators; also: potency is read from the fitted curve at half-maximal effect; nearly all actives have a fitted effect of over 55% in size
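Growth rescue measured by 600 nm absorbance after 48 h yeast culture at 30 C with compound. Values normalized between DMSO and an equimolar ferric chloride plus clioquinol control.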
EPAC1 antag: antagonists of human EPAC1. O95398. EPAC1 GEF assay, Rap1b-BODIPY-GDP exchange fluorescence. Potency, µM (highest dose often 115 µM), for inactives: at the top dose activity change, negative = inhibition, usual class: inhibitors. 360,000 tested, 0.14% active. AID 720709;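 also: potency is read from the fitted curve at half-maximal effect; plate controls were vehicle for no effect and positive control for full effect; nearly all actives have a fitted effect of over 50% in size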
PLK1 PBD inh: inhibitors of human PLK1 polo-box domain binding. 360,000 tested, 2.8% active. P53350. Potency, µM, for the others: max response, negative = inhibition, most hits filed as inhibitors. AID 720504. Plk1 PBD binding of FITC phosphopeptide, fluorescence polarization; also: potency is read from the fitted curve at half-maximal effect; series mostly up to about 57 µM; % is scaled to controls: 0 for no effect and ±100 for the full control effect; nearly all actives have a fitted effect of over 65% in size
WRN inhibitor: blocks human WRN helicase. WRN helicase unwinding, fluorescent forked duplex, kinetic. Potency, µM (highest dose often 114 µM), for the others: at the highest dose activity change, negative = inhibition, actives largely listed as inhibitors. 360,000 tested, 0.46% active. AID 651768; also: potency is read from the fitted curve at half-maximal effect; % is scaled to controls: 0 for no effect and ±100 for the full control effect; nearly all actives have a fitted effect of over 55% in size
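Primary qHTS, 1536-well format. 20 nM WRN + compound, 15 min RT; start with 100 nM forked fluorophore/quencher duplex, 2 mM ATP (final); kinetic read ex 525/em 598 nm.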
PI5P4Ka inh: PI5P4K alpha (human) kinase inhibition; P48426; PI5P4Kalpha enzyme, ADP-Glo luminescence, 60 min; hits give low values; max response, %; 330,000 tested, 1.2% active; active = max response of -50% or lower; inconclusive = between -30% and -50%; inactive = -30% or higher; also: value at the top dose of about 77 µM; % is scaled to controls: 0 for no effect and ±100 for the full control effect
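Quantitative HTS of the MLSMR library against PI5P4Kalpha with substrate. ATP added last at 5 microM final; room temperature, 60 minutes. Remaining ATP depleted, ADP converted and read as luminescence.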
Active calls of the source: *. Unless noted, calls follow the shape of the dose curve; as a rule, active = well fitted curve in the direction sought with a large enough effect; inconclusive = small, poorly fitted or top-dose-only effect, or another doubt; inactive = no such curve, though single readings can be large; an effect the other way counts as inactive or inconclusive.

`CCN(CC(=O)Nc1ccc(NC(C)=O)cc1)C(=O)CN1C(=O)C2CCCCC2C1=O` (stereo unspecified) gave EPAC1 ag -6%, IL2 activator -0.6, FUS suppressor 5%, Abeta yeast res -7%, EPAC1 antag -7%, PLK1 PBD inh -9%, WRN inhibitor -11% and PI5P4Ka inh 0.
Screening Nc1ccc2c3c(ccc([N+](=O)[O-])c13)CC2 returned EPAC1 ag -1%, IL2 activator 0.8, FUS suppressor -20%, Abeta yeast res 2%, EPAC1 antag 6%, PLK1 PBD inh -2%, WRN inhibitor 2% and PI5P4Ka inh -11.
Screening O=C(Nc1ccc(Cc2ccncc2)cc1)c1cccc([N+](=O)[O-])c1 returned EPAC1 ag 8%, IL2 activator 1.1, FUS suppressor -27%, Abeta yeast res 6%, EPAC1 antag -27%, PLK1 PBD inh -15%, WRN inhibitor 0% and PI5P4Ka inh -1.
For CCCCCNC(=O)CCc1ccccc1 the results were EPAC1 ag 7%, IL2 activator -0.4, FUS suppressor 10%, Abeta yeast res -7%, EPAC1 antag -11%, PLK1 PBD inh -12%, WRN inhibitor -3% and PI5P4Ka inh 0.
For Clc1ccc(OCc2nc(-c3ccc(Br)o3)no2)cc1 the results were EPAC1 ag -3%, IL2 activator -0.1, FUS suppressor -15%, Abeta yeast res 2%, EPAC1 antag 8%, PLK1 PBD inh 4%, WRN inhibitor 4% and PI5P4Ka inh -2.
For CCOC(=O)c1sc(C)c(C(=O)NCC(C)(C)CN(C)C)c1N the results were EPAC1 ag 7%, IL2 activator 0.0, FUS suppressor 2%, Abeta yeast res -2%, EPAC1 antag 18%, PLK1 PBD inh -5%, WRN inhibitor -6% and PI5P4Ka inh -4.
Screening O=C(NNC(=S)Nc1ccccc1)c1cc(-c2cccnc2)nc2ccccc12 returned EPAC1 ag -12%, IL2 activator 2.3, FUS suppressor 30%, Abeta yeast res 10%, EPAC1 antag 6%, PLK1 PBD inh -14%, WRN inhibitor -19% and PI5P4Ka inh -9.
Screening CSc1ccc(CCNS(=O)(=O)c2ccc3c(c2)C(C)(C)C(=O)N3C)cc1 returned EPAC1 ag 9%, IL2 activator -0.2, FUS suppressor inconclusive, Abeta yeast res 2%, EPAC1 antag -27%, PLK1 PBD inh 1%, WRN inhibitor -8% and PI5P4Ka inh 6.
For Cc1ccc(S(=O)(=O)n2cc(-c3ccccc3)c(N)n2)cc1 the results were EPAC1 ag -2%, IL2 activator -3.0, FUS suppressor 36%, Abeta yeast res 27%, EPAC1 antag -3%, PLK1 PBD inh 1% and WRN inhibitor 3%.
CCn1c(COc2cccc3ccccc23)nnc1SCC(N)=O was read as EPAC1 ag -5%, IL2 activator 0.4, FUS suppressor -2%, Abeta yeast res 8%, EPAC1 antag 8%, PLK1 PBD inh -2% and WRN inhibitor 1%.
Screening Cc1c(C2Nc3ccccc3NC3=C2C(=O)CC(C)(C)C3)cnn1C (stereo unspecified) returned EPAC1 ag 7%, IL2 activator -3.4, FUS suppressor 23%, Abeta yeast res -9%, EPAC1 antag 0%, PLK1 PBD inh -9%, WRN inhibitor 7% and PI5P4Ka inh -7.
For CC(/C=N/n1c(C2CCCCC2)n[nH]c1=S)=C\c1ccccc1 the results were EPAC1 ag 13%, IL2 activator -1.4, FUS suppressor 17%, Abeta yeast res 9%, EPAC1 antag -21%, PLK1 PBD inh inconclusive and WRN inhibitor -12%.
CCOC(=O)C(C)Sc1nnc(-c2ccccc2O)n1Cc1ccccc1 (stereo unspecified) was read as EPAC1 ag -5%, IL2 activator 1.0, FUS suppressor 13%, Abeta yeast res 6%, EPAC1 antag 1%, PLK1 PBD inh -5%, WRN inhibitor 0% and PI5P4Ka inh -3.
`O=[N+]([O-])c1ccc(CS(=O)c2ccccc2)cc1` (stereo unspecified) gave EPAC1 ag -5%, IL2 activator -4.2, Abeta yeast res -5%, EPAC1 antag 3%, PLK1 PBD inh inconclusive, WRN inhibitor -3% and PI5P4Ka inh -2.
For COc1ccc(CN2C(=O)C(CC(=O)NCC3CCCCC3)CC(C(=O)N(C)C)=C2C)cc1 (stereo unspecified) the results were EPAC1 ag -12%, IL2 activator -2.2, FUS suppressor 12%, Abeta yeast res 10%, EPAC1 antag 3%, PLK1 PBD inh 3%, WRN inhibitor 3% and PI5P4Ka inh -2.
For Cc1ccc(N2C(=O)C3CCCN3C2=S)cc1 (stereo unspecified) the results were EPAC1 ag 6%, IL2 activator 0.5, FUS suppressor -6%, Abeta yeast res 7%, EPAC1 antag 14%, PLK1 PBD inh 13µM*, WRN inhibitor 2% and PI5P4Ka inh -2.
Screening COc1ccc(-c2ccc(C(=O)O)o2)c([N+](=O)[O-])c1 returned EPAC1 ag -5%, IL2 activator -2.1, FUS suppressor -2%, Abeta yeast res 14%, EPAC1 antag -7%, PLK1 PBD inh -21%, WRN inhibitor 12% and PI5P4Ka inh -15.
CCOc1ccc(C(=O)/C=C/c2ccc(SC)cc2)cc1 was read as EPAC1 ag 7%, IL2 activator -4.4, FUS suppressor 9%, Abeta yeast res 0%, EPAC1 antag 6%, PLK1 PBD inh 2% and WRN inhibitor -1%.
Screening Cc1ccc(/C=N/Nc2ccccn2)s1 returned EPAC1 ag 6%, IL2 activator -3.9, FUS suppressor -14%, Abeta yeast res 7%, EPAC1 antag 2%, PLK1 PBD inh -9%, WRN inhibitor -3% and PI5P4Ka inh -2.
`CN(C)S(=O)(=O)c1cc(NC(=O)CN2CCN(c3ccccc3F)CC2)ccc1Cl` gave EPAC1 ag 13%, IL2 activator -4.5, FUS suppressor 7%, Abeta yeast res -5%, EPAC1 antag -2%, PLK1 PBD inh -2%, WRN inhibitor -27% and PI5P4Ka inh 1.
Cc1cc(C)nc(NS(=O)(=O)c2ccc(NC(=O)c3ccc(N4C(=O)CCC4=O)cc3)cc2)n1 was read as EPAC1 ag 4%, IL2 activator 0.0, Abeta yeast res 19%, EPAC1 antag -16%, PLK1 PBD inh -12%, WRN inhibitor -24% and PI5P4Ka inh 5.
CCn1nnnc1SCC(=O)N1CCCCC1 was read as EPAC1 ag 6%, IL2 activator 1.7, FUS suppressor 17%, Abeta yeast res -9%, EPAC1 antag -30%, PLK1 PBD inh -12%, WRN inhibitor -4% and PI5P4Ka inh -2.
COc1cccc(NC2c3ccccc3C(=O)N2Cc2ccccc2Cl)c1 (stereo unspecified) was read as EPAC1 ag 12%, IL2 activator -3.2, FUS suppressor inconclusive, Abeta yeast res -16%, EPAC1 antag -1%, PLK1 PBD inh -19%, WRN inhibitor -14% and PI5P4Ka inh 2.
For CC(C)N1C(=O)CC(Nc2cccc3cccc(N)c23)C1=O (stereo unspecified) the results were EPAC1 ag -4%, IL2 activator -5.6, FUS suppressor 23%, Abeta yeast res -4%, EPAC1 antag -2%, PLK1 PBD inh inconclusive, WRN inhibitor -6% and PI5P4Ka inh -26.
`Nc1ccc(Cl)c(S(=O)(=O)Nc2cccc(Cl)c2)c1` gave EPAC1 ag -1%, IL2 activator 0.2, FUS suppressor -22%, Abeta yeast res 12%, EPAC1 antag -9%, PLK1 PBD inh 0%, WRN inhibitor 8% and PI5P4Ka inh 3.
For O=C(NC(=O)N1CCCc2ccccc21)c1ccccc1 the results were EPAC1 ag 10%, IL2 activator -0.6, FUS suppressor -10%, Abeta yeast res -11%, EPAC1 antag 7%, PLK1 PBD inh -13%, WRN inhibitor -7% and PI5P4Ka inh -8.
O=C(/C=C/c1ccc(Cl)cc1Cl)NC(=S)Nc1ccccn1 was read as EPAC1 ag 6%, IL2 activator 0.1, FUS suppressor 11%, Abeta yeast res -25%, EPAC1 antag 0%, PLK1 PBD inh 1%, WRN inhibitor -2% and PI5P4Ka inh -1.
`Cc1[nH][nH]c(=O)c1C(c1cc([N+](=O)[O-])ccc1O)c1c(C)[nH][nH]c1=O` gave EPAC1 ag -6%, IL2 activator -2.5, Abeta yeast res 3%, EPAC1 antag 3%, PLK1 PBD inh inconclusive, WRN inhibitor -19% and PI5P4Ka inh -8.
CSc1ccc(/C=N/N2CCN(Cc3ccc(Cl)cc3)CC2)cc1 was read as EPAC1 ag 9%, IL2 activator -2.1, FUS suppressor 7%, Abeta yeast res 11%, EPAC1 antag -3%, PLK1 PBD inh -19%, WRN inhibitor -2% and PI5P4Ka inh 2.
Screening COc1ccc(OC)c(NC(=O)Cn2cnc3c(cnn3-c3ccccc3)c2=O)c1 returned EPAC1 ag -2%, IL2 activator -0.4, FUS suppressor 5%, Abeta yeast res -15%, EPAC1 antag -2%, PLK1 PBD inh -4%, WRN inhibitor -5% and PI5P4Ka inh 1.
CCOc1ccc(CN2CCNC(=O)C2CC(=O)NC2CCCCCC2)cc1 (stereo unspecified) was read as EPAC1 ag -8%, IL2 activator 3.6, FUS suppressor 27%, Abeta yeast res 12%, EPAC1 antag -2%, PLK1 PBD inh -6%, WRN inhibitor 2% and PI5P4Ka inh 5.
Screening CCNc1ccc(Br)cc(C(=O)/C=C/c2ccc3c(c2)OCO3)c1=O returned EPAC1 ag -2%, IL2 activator -0.4, FUS suppressor 9%, Abeta yeast res 6%, EPAC1 antag inconclusive, PLK1 PBD inh inconclusive, WRN inhibitor inconclusive and PI5P4Ka inh inconclusive.
`CC(=O)NC(CC(=O)Nc1ccc(S(=O)(=O)N2CCCCC2)cc1)c1ccccc1` (stereo unspecified) gave EPAC1 ag 1%, IL2 activator -1.6, FUS suppressor 11%, Abeta yeast res 18%, EPAC1 antag 6%, PLK1 PBD inh 1%, WRN inhibitor -2% and PI5P4Ka inh 0.
O=C(NCc1ccc(/C=N\NC(=O)C(=O)Nc2ccccc2Br)o1)C(=O)Nc1ccccc1 was read as EPAC1 ag -8%, IL2 activator -0.2, FUS suppressor -1%, Abeta yeast res -17%, EPAC1 antag 2%, PLK1 PBD inh -6%, WRN inhibitor 3% and PI5P4Ka inh -28.

Quoted from the entries so far, 2 compounds:
Screening CCNc1ccc(Br)cc(C(=O)/C=C/c2ccc3c(c2)OCO3)c1=O returned EPAC1 ag -2%, IL2 activator -0.4, FUS suppressor 9%, Abeta yeast res 6%, EPAC1 antag inconclusive, PLK1 PBD inh inconclusive, WRN inhibitor inconclusive and PI5P4Ka inh inconclusive.
`CC(=O)NC(CC(=O)Nc1ccc(S(=O)(=O)N2CCCCC2)cc1)c1ccccc1` (stereo unspecified) gave EPAC1 ag 1%, IL2 activator -1.6, FUS suppressor 11%, Abeta yeast res 18%, EPAC1 antag 6%, PLK1 PBD inh 1%, WRN inhibitor -2% and PI5P4Ka inh 0.

Assay outcomes: PubChem, National Center for Advancing Translational Sciences (NCATS)
